KKLEB tox – counter-screen for CF NF-kB inhibitors: cytotoxicity; 360,000 compounds, 0.36% hits; KKLEB CF airway cells viability, ATPlite luminescence, overnight; active compounds read low; cells stimulated with P. aeruginosa culture filtrate; activity change (cytotoxicity), % at 5 µM; AID 602141;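 active = corrected activity change at or below -50% at 5 µM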
TROY signal inh – TROY signaling inhibition. AID 1347056. Q293 LMP1-TROYcd NF-kB luciferase reporter, 4 h. inhibition, % at 10 µM. 360,000 compounds, 0.98% hits;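 active = compounds whose plate-normalised and pattern-corrected inhibition of the luciferase reporter signal at the single screening dose is 50% or more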
TWEAK-Fn14 inh – inhibitors of TWEAK-Fn14 interaction signaling. TWEAK-stimulated Fn14 reporter cells, luciferase luminescence, 8 h. inhibition, % at 10 µM. 360,000 compounds, 2% hits; in the data active = inhibition above about 50%
EBV LMP1 NFkB – Epstein-Barr LMP1 NF-kappaB reporter inhibition; LMP1-induced NF-kappaB luciferase reporter cells, luminescence; inhibition, % at 12.5 µM; 350,000 compounds, 0.69% hits; in the data active = inhibition above about 41%;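 note: 0% = neutral control wells and 100% = reference inhibitor control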
SRC2 inh – human SRC2 (NCOA2) inhibition | Q15596 | HEK293 GAL4-SRC2 luciferase reporter, luminescence | inhibition, % at 9 µM | 370,000 compounds, 0.17% hits;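 active = inhibition above the mean inhibition of all tested compounds plus 3 SD, set per campaign, cut at about 52% in these data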;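 note: 0% = DMSO treated cells and 100% = cells given Gossypol at 36 µM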
COUP-TFII inh – inhibitors of human COUP-TFII (NR2F2); inhibition, % at 8.6 µM; 370,000 compounds, 0.7% hits; HEK293T NGFI-A luciferase reporter, luminescence; P24468;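 active = inhibition above a per-plate cutoff, mean inhibition of test wells between control levels plus 3 SD, cut at about 38% in these data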;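 note: cells cotransfected with COUP-TFII expression vector driving the NGFI-A reporter; 0% = median of COUP-TF2 test wells and 100% = reporter-only cells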
CF NFkB inh – inhibitors of cystic fibrosis induced NF-kB; 360,000 compounds, 0.86% hits; AID 588850; KKLEB NF-kB-GFP reporter, PAF-induced, GFP fluorescence overnight; inhibition, % at 5 µM;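 active = at least 50% inhibition at 5 µM, scaled per plate between neutral and stimulator controls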;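 note: PAF is a Pseudomonas aeruginosa culture filtrate used as stimulus; plate controls were PAF-stimulated DMSO wells for no effect and unstimulated DMSO wells for full effect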
NCOA1 inh – human NCOA1 inhibition | Q15788 | HEK293 GAL4-SRC1 luciferase reporter, luminescence | inhibition, % at 3.6 µM | 360,000 compounds, 0.12% hits | AID 588354;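 active = inhibition above the campaign mean plus 3 SD, with each screening campaign given its own cutoff, cut at about 60% in these data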;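 note: 0% = DMSO treated cells and 100% = gossypol at 36 µM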
Target sequence (Q15788 whole entry, looked up, the tested form may be a part): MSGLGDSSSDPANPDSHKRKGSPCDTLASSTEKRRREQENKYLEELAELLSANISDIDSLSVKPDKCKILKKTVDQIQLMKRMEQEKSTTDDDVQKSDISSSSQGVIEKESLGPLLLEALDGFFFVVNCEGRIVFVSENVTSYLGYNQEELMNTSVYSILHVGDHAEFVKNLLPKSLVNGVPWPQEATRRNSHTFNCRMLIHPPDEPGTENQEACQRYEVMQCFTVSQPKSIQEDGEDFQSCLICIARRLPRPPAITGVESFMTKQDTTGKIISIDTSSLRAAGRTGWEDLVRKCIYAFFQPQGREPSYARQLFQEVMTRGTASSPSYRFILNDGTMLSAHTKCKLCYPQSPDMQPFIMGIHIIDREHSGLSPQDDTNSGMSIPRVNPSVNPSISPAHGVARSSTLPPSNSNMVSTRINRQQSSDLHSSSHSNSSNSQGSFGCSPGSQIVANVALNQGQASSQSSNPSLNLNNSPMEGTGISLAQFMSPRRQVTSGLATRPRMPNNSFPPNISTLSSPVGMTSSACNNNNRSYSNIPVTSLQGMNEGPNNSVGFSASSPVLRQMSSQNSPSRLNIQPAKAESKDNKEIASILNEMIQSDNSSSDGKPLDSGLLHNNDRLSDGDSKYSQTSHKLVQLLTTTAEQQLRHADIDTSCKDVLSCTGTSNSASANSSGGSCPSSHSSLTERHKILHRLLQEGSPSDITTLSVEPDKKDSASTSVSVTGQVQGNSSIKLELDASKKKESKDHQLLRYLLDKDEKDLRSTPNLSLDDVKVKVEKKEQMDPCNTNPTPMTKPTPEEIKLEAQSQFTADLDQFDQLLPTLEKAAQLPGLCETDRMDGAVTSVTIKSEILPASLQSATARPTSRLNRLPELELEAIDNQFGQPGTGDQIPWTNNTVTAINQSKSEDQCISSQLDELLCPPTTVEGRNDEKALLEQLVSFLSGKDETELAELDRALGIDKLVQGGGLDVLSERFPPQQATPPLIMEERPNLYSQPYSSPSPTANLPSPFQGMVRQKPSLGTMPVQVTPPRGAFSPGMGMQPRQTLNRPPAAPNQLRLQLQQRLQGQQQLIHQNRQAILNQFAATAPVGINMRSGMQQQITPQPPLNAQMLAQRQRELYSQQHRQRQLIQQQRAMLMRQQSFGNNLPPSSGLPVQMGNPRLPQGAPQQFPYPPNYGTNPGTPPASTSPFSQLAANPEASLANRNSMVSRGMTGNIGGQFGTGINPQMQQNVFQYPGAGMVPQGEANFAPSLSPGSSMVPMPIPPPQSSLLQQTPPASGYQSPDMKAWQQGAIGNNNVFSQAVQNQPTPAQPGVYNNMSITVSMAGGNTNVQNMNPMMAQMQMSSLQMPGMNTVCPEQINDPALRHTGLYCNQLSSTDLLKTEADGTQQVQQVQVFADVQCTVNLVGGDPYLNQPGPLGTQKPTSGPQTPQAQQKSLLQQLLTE
NCOA3 inh – inhibits human SRC3 coactivator; inhibition, % at 3.6 µM; HEK293 GAL4-SRC3 luciferase reporter, luminescence; Q9Y6Q9; 360,000 compounds, 0.17% hits; AID 588352;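 active = inhibition above a per-campaign cutoff, the mean of all compounds plus 3 SD, cut at about 60% in these data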;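 note: 0% = DMSO-treated cells and 100% = gossypol-treated cells at 36 µM; higher means less SRC3-driven luciferase light from the GAL4 reporter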
NR5A2 inv ag – suppresses constitutive activity of human LRH-1 | O00482 | HEK293T StAR-luciferase reporter, LRH-1 transfected, 24 h | inhibition, % at 3.6 µM | 360,000 compounds, 0.13% hits | AID 602396;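 active = inhibition above the mean inhibition of all tested compounds plus 3 SD, cut at about 73% in these data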;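 note: 0% = DMSO wells and 100% = reporter-only cells lacking LRH-1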
C8 TRAIL sens – sensitizes caspase-8 expressing cells to TRAIL | AID 624354 | NB7+C8 cells + TRAIL, ATPlite viability luminescence | inhibition (viability loss, TRAIL sensitization), % at 10 µM | 360,000 compounds, 1% hits;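 active = compounds causing at least 50% loss of cell viability in the single-dose screen, relative to plate controls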
Active calls of the source: *; x = no result given. Rows are unselected. About 4.2% of those tested had a hit in this group.

Order of results: KKLEB tox	TROY signal inh	TWEAK-Fn14 inh	EBV LMP1 NFkB	SRC2 inh	COUP-TFII inh	CF NFkB inh	NCOA1 inh	NCOA3 inh	NR5A2 inv ag	C8 TRAIL sens
O=C(NCc1ccco1)c1ccc(-c2ccc(Cl)cc2)o1
  -6.3	-51.2	-40.7	-9.6	-3.8	-3.1	-3.5	-30.9	-1.0	-15.9	13.6
COC(=O)c1ccc(Cl)c(NC(=O)CN2CCN(C)CC2)c1
  -6.9	-8.5	-12.6	1.2	13.2	4.7	-0.9	-3.1	-0.7	-17.8	-14.0
COCCCNC(=O)c1ccc(S(=O)(=O)c2ccc(Cl)cc2)c(NC(C)=O)c1
  21.0	13.9	-14.0	6.2	-15.2	7.6	-12.9	3.5	-10.3	-5.7	9.7
NS(=O)(=O)c1ccc(CCNC(=O)c2ccccc2[N+](=O)[O-])cc1
  4.2	-4.7	-10.2	-7.0	-8.3	3.9	3.2	3.7	6.8	-1.4	-9.7
CCCCC(c1nnnn1CCOC)N1CCN(c2cccc(OC)c2)CC1 (centres undefined)
  3.7	-13.8	-4.2	6.1	-8.4	-1.3	-3.2	-13.1	5.5	6.4	-2.2
NC(=O)NC(=O)COC(=O)c1ccccc1Oc1ccccc1
  9.2	-24.0	-5.4	-1.0	-25.7	3.0	-11.5	-4.4	4.5	-14.8	-9.5
CCn1c(SCC(=O)NCc2cccs2)nc2c1c(=O)n(C)c(=O)n2C
  2.4	4.2	16.2	1.5	-5.6	2.8	-18.3	12.5	6.5	-11.9	-2.3
CS(=O)(=O)/C(C#N)=C/c1cccn1S(=O)(=O)c1ccc([N+](=O)[O-])cc1
  -21.3	-22.1	-15.1	x	-7.9	-1.2	-45.5	-18.8	-26.4	-13.0	-4.0
CC(=O)O/N=C(\N)c1cnn2c(C(F)(F)F)cc(C(F)(F)F)nc12
  3.6	-12.7	5.5	2.9	-3.8	-5.3	-3.5	20.9	6.3	4.5	4.5
COc1ccc(NC(=O)C2CCC(CNS(=O)(=O)c3cccs3)CC2)cc1OC (centres undefined)
  19.0	-6.5	-3.9	10.1	-32.0	24.1	-0.5	-10.5	0.6	5.7	-2.8

Reformatted tab-delimited: entries from further up.
SMILES	KKLEB tox	TROY signal inh	TWEAK-Fn14 inh	EBV LMP1 NFkB	SRC2 inh	COUP-TFII inh	CF NFkB inh	NCOA1 inh	NCOA3 inh	NR5A2 inv ag	C8 TRAIL sens
NC(=O)NC(=O)COC(=O)c1ccccc1Oc1ccccc1	9.2	-24.0	-5.4	-1.0	-25.7	3.0	-11.5	-4.4	4.5	-14.8	-9.5
CCn1c(SCC(=O)NCc2cccs2)nc2c1c(=O)n(C)c(=O)n2C	2.4	4.2	16.2	1.5	-5.6	2.8	-18.3	12.5	6.5	-11.9	-2.3

Later entries
Order of results: KKLEB tox	TROY signal inh	TWEAK-Fn14 inh	EBV LMP1 NFkB	SRC2 inh	COUP-TFII inh	CF NFkB inh	NCOA1 inh	NCOA3 inh	NR5A2 inv ag	C8 TRAIL sens
CCOc1ccccc1NC(=O)C1CCN(S(=O)(=O)c2c(C)nn(C)c2C)CC1
  6.2	2.1	1.1	-8.5	11.7	-15.1	-10.7	-7.4	3.3	-12.5	12.2
COc1ccc(NC(=S)NCCc2c[nH]c3ccccc23)cc1
  3.5	-21.6	-13.1	-6.2	-16.2	-7.0	-7.0	-17.7	6.5	12.8	-2.1
Cc1ccnc(SCC(=O)c2ccc(Br)cc2)c1C#N
  -10.3	-52.2	-35.7	-58.1	-60.5	-50.7	-61.7	-114.2	-60.7	-73.1	8.0
CCN(CC)S(=O)(=O)c1cccc(C(=O)OC2CC(C)OC2=O)c1 (centres undefined)
  -2.6	5.5	-12.6	-0.1	17.4	5.9	-15.3	12.7	7.2	12.8	-3.6
CC(C)(C)C(=O)c1cn(CC(=O)O)c2ccccc12
  -8.9	1.6	-7.2	0.8	3.5	-1.2	6.0	-4.0	-6.5	21.8	-1.8
Cc1ccc(N(CC(=O)NC(C)c2ccccc2)S(=O)(=O)c2cccs2)cc1 (centres undefined)
  -6.5	-2.9	-2.1	-22.3	-7.5	2.6	13.7	3.0	-8.1	8.6	-3.5
CCC(=O)NNC(=O)Cc1c(C)n(C(=O)c2ccc(Cl)cc2)c2ccc(OC)cc12
  2.6	-10.7	56.3*	-5.5	17.0	-3.5	0.7	-27.2	-7.2	-12.8	-12.4
CS(=O)(=O)Nc1ccc(C(=O)NCc2ccccn2)cc1
  0.0	-0.5	8.3	-10.7	-9.2	2.3	-0.9	-3.4	15.9	8.4	-9.9
COc1ccc(Cl)cc1NC(=O)N1CCN(CCc2ccccc2)CC1
  -8.5	-9.9	-1.1	-4.6	-2.7	4.8	-23.9	7.5	13.1	-10.8	5.4
COc1ccc(/C=N/NC(=O)CSc2n[nH]c(=O)[nH]c2=O)cc1
  -7.8	-10.9	5.2	0.8	1.0	-2.2	11.5	1.7	12.6	-9.6	-3.1

(continued)
Order of results: KKLEB tox	TROY signal inh	TWEAK-Fn14 inh	EBV LMP1 NFkB	SRC2 inh	COUP-TFII inh	CF NFkB inh	NCOA1 inh	NCOA3 inh	NR5A2 inv ag	C8 TRAIL sens
Cc1ccc(Nc2nc(CSc3nnc(-c4cccnc4)n3-c3ccccc3C)cs2)cc1
  -1.6	50.7*	52.6*	-7.1	18.4	13.7	22.9	0.0	5.2	-16.4	9.1
NC(=O)C1Cc2ccccc2CN1S(=O)(=O)c1cccs1 (centres undefined)
  6.6	9.5	-1.5	1.9	18.1	-6.9	4.2	-1.0	11.1	2.8	-3.9
CCN1C(=O)C(CC(=O)Nc2ccc(F)cc2)N(Cc2cccs2)C1=S (centres undefined)
  14.6	10.0	15.2	3.8	12.8	21.8	-13.7	9.8	6.9	-1.9	-0.3
CC1=C(C(=O)OC2CCCCC2)C(c2ccccc2Br)NC(=O)N1 (centres undefined)
  -5.4	8.4	15.5	-1.2	12.5	15.1	7.1	2.3	4.2	-15.4	-16.2
COC(=O)[C@]1(Cc2ccccc2)N[C@H](CN(C)C(=O)COc2ccccc2)[C@@H]2C(=O)N(Cc3ccccc3)C(=O)[C@@H]21
  -8.8	-17.6	10.9	-11.5	10.7	-18.9	19.3	-7.8	-2.2	5.9	-26.1
O=C(C[n+]1ccccc1)Nc1cc(C(F)(F)F)ccc1Cl
  -0.3	-11.0	12.6	6.2	5.0	-11.3	12.1	-15.1	9.1	1.4	1.9
CCCCn1c(SCC(=O)N2CCOCC2)nnc1-c1cccs1
  5.8	-10.2	-5.0	-4.4	x	x	7.5	-3.5	-13.6	13.0	-3.1
COc1cc(/C=C2\SC(=S)N(CCC(=O)Nc3ccccc3)C2=O)cc(OC)c1OC
  -0.7	22.4	13.4	8.5	16.8	3.4	0.5	5.7	3.9	-5.2	4.8
COc1ccccc1Oc1ccc(N/C=C/C(=O)c2ccc(C)o2)cc1
  1.8	-40.9	6.3	-4.1	2.8	18.1	9.4	-59.7	-43.2	-78.5	6.7
Cc1ccc2c(C)c(C(=O)N(C)C(C)c3ccon3)oc2c1C (centres undefined)
  11.3	-33.5	-11.7	-43.2	-77.5	-25.6	-46.1	-47.4	-61.4	-76.9	10.5

(more compounds)
Order of results: KKLEB tox	TROY signal inh	TWEAK-Fn14 inh	EBV LMP1 NFkB	SRC2 inh	COUP-TFII inh	CF NFkB inh	NCOA1 inh	NCOA3 inh	NR5A2 inv ag	C8 TRAIL sens
CCOc1cc(N2CCOCC2)c(OCC)cc1NC(=O)CN1C(=O)NC2(CCCCC2C)C1=O (centres undefined)
  20.7	-16.4	1.6	9.7	-15.5	7.4	-34.0	-9.1	-22.9	3.3	-14.0
O=C1[C@@H]2Cc3c([nH]c4ccccc34)C(c3cccc(Br)c3)N2C(=O)CN1C1CCN(Cc2ccccc2)CC1 (some centres undefined)
  -12.5	14.4	24.0	-13.7	10.4	12.9	17.1	-8.4	-11.1	7.9	36.1
CSc1nnc(Cc2sc(-c3ccccc3)nc2-c2ccccc2)o1
  -3.0	-21.7	4.4	23.7	-34.2	-6.0	4.8	-5.6	16.0	11.2	-5.0
O=[N+]([O-])c1nn(-c2ccc3c(c2)OCCO3)n(O)c1=Nc1ccccc1
  28.5	88.2*	103.9*	75.3*	83.8*	91.0*	-17.5	76.4*	85.0*	93.9*	22.3
CC(Oc1cccc(Cl)c1)C(=O)Nc1ccccc1N1CCCC1 (centres undefined)
  -9.0	-17.7	14.2	0.3	-19.5	5.6	18.1	-1.1	3.0	6.4	1.1
O=C(CCc1nnc(Cc2cccc(C(F)(F)F)c2)o1)NCC(F)(F)F
  -2.1	-29.2	-19.9	-17.6	-11.7	-11.7	-4.3	7.3	-17.1	6.4	-6.1
COc1ccc(NC(=O)Cn2nnc(-c3ccccc3F)n2)cc1Cl
  2.0	-2.3	-9.1	-1.8	2.0	15.4	-7.5	-13.7	29.1	1.1	-6.3
CCOC(=O)c1c(NC(=O)c2cccs2)sc(C(=O)N2CCOCC2)c1C
  -6.8	9.6	-0.5	8.1	-0.3	6.0	11.9	14.5	8.3	-8.7	-26.4
O=C(COC(=O)/C=C/c1ccccc1)NCCNC(=O)COC(=O)/C=C/c1ccccc1
  11.2	12.3	0.3	2.0	20.8	-8.3	-13.8	-7.8	-1.8	18.3	-6.1
Cc1cc(C(=O)Nc2cccc3ncccc23)no1
  -29.3	4.5	5.1	6.5	-24.4	-7.6	21.2	9.1	20.6	6.3	-1.8

More compounds
Order of results: KKLEB tox	TROY signal inh	TWEAK-Fn14 inh	EBV LMP1 NFkB	SRC2 inh	COUP-TFII inh	CF NFkB inh	NCOA1 inh	NCOA3 inh	NR5A2 inv ag	C8 TRAIL sens
Cc1cccc(/C=C2\Sc3ccc(C(=O)N4CCC(C)CC4)cc3N(C)C2=O)c1
  -20.7	35.5	18.1	19.3	18.6	25.8	19.9	0.4	3.3	-2.2	14.2
Cc1ccc(C)c(S(=O)(=O)N2CCN(CC(=O)Nc3ccc4c(c3)OCCO4)CC2)c1
  -10.9	4.4	-11.4	-11.1	0.0	0.1	-9.8	2.5	3.4	-2.8	-12.8
CCOC(=O)[C@H]1[C@H]2COc3ccccc3[C@@H]2N2C(=O)CNC(=O)[C@@]12C
  -0.1	3.7	5.1	0.6	-21.3	-4.9	-15.6	10.3	7.4	13.0	-11.1
Cc1ccc(CCNC(=O)C2CCCN(C(=O)c3cc4sccc4n3C)C2)cc1 (centres undefined)
  11.5	11.8	14.8	10.5	-5.3	0.4	-5.6	-0.5	24.6	14.0	-1.6
Cn1c(-c2ccccc2)c(C=O)c2ccccc21
  -8.0	-17.8	7.7	-9.3	4.6	-24.0	-14.0	1.1	-18.3	8.2	-5.5
